Screening data as filed in PubChem.
N370S GC mod: N370S glucocerebrosidase modulation, Gaucher chaperone candidate. P04062. N370S GC spleen homogenate, 4MU-glucoside fluorescence. Potency, µM (top dose mostly 59.4 µM), without a hit: at the top dose activity change, negative = inhibition, most hits filed as inhibitors. actives 0.092% (n = 330,000). AID 2101; active = well fitted inhibition curve with a large enough effect; inconclusive = small, poorly fitted or top-dose-only effect, or effect the other way, or another doubt; inactive = no such curve, though single readings can be large or run the other way;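 also: 0% = full enzyme activity and -100% = no enzyme basal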
* hit, by the source's call; ? = inconclusive; & = joins results of further samples; [ ] = dose if it differs, or a comment. Potency is read from the fitted curve at half-maximal effect.

SMILES | N370S GC mod
CC(C)[C@@H](CC(=O)N[C@@H]1CCNC[C@H]1C(=O)N[C@H](CC(=O)N[C@@H](CCC(=O)O)CC(=O)O)Cc1c[nH]c2ccccc12)NC(=O)C[C@H](Cc1ccccc1)NC(=O)[C@@H]1CNCC[C@H]1N | 12%
COC(=O)C=P(c1ccccc1)(c1ccccc1)c1ccccc1 | 5%
CCCC[C@@H]1C[C@H]1C(NC(=O)Cc1ccccc1)c1ccc(-c2ccccc2)cc1 (stereo partly specified) | 12%
CCCCC/C=C\C/C=C\C/C=C\CCCCCCC(=O)NCCc1ccc(O)c(O)c1 | -4%
C=Cc1ccccn1 | -9%
CCCc1cc2c(n1CCc1ccc(Cl)cc1)C(C)C1CN(C(=O)c3ccccc3)C(C)(C(=O)OC)C21 (stereo unspecified) | -1%
CCCCc1nc2c(c3c1C[C@H](C)OC3)CN(C(=O)Nc1cccc(C#N)c1)CC2 | 2%[12.8 µM]
CCCOc1ccc(Br)cc1-c1cc(-c2ccc(Cl)cc2)[nH]c1-c1ccncc1 | 3%
COc1cc2c(cc1OC)C(/C=C/c1ccc(OC)c(OC)c1OC)=NCC2 | 2%
COc1cccc([C@@H]2Oc3ccc(OC)cc3C(=O)[C@H]2OC(=O)NC2CCCC2)c1 | 4%
COC(=O)[C@@H](NC(=O)O[C@@H]1C(=O)c2cc(Br)ccc2O[C@H]1c1ccc2c(c1)OCO2)C(C)C | -8%
CCOC(=O)OCC1OC(c2ccc(C(C)=O)cc2)C=CC1OC(=O)OCC (stereo unspecified) | 3%[12.8 µM]
C=CCN1c2ccccc2[C@]23C[C@@H](C(=O)OC)N(S(=O)(=O)CCCC)C2=NC(C(=O)OC)=C(C(=O)OC)[C@H]13 | -10%[12.8 µM]
Cc1ccc(S(=O)(=O)N[C@H]2COC(=O)C/C=C\[C@@H](C)[C@H](NS(=O)(=O)c3ccc(C)cc3)COC(=O)[C@H](C)NC(=O)C/C=C\[C@H]2C)cc1 | -6%[12.8 µM]
COC(=O)[C@@]1(Cc2ccc(F)cc2)[C@H]2c3cc(C(=O)N4CCCC4)n(Cc4ccc(Cl)c(C(F)(F)F)c4)c3C[C@H]2CN1C(=O)c1ccccc1 | -5%
COC(=O)[C@@]1(Cc2ccc(F)cc2)[C@H]2c3cc(C(=O)N4CCCC4)n(Cc4cc(C)n(C)n4)c3C[C@H]2CN1C(=O)c1ccccc1 | -7%
CO[C@H]1COC(=O)[C@H](C)COC(=O)C/C=C\[C@@H](C)[C@H](OC)COC(=O)C/C=C\[C@@H]1C | 2%[12.8 µM]
CC1CCC2C(=O)OC(COc3ccc(C(C)(C)C)cc3)CN2C1c1ccc(Br)cc1 (stereo unspecified) | 0%&2%&7%&-5%&-3%[12.8 µM]
CCCn1c(C)nc2c(N3CCOCC3)nc(C)nc21 | -2%
CCCCC/C=C\C[C@@H]1O[C@H]1/C=C/C(O)C/C=C\CCCC(=O)O (stereo partly specified) | 6%
Cc1c2c(nc3ccccc13)-c1cccc(=O)n1C2 | ?
CC1=C(C(=O)O)N2C(=O)C(NC(=O)C(N)c3ccccc3)C2SC1 (stereo unspecified) | -3%
COc1cc(OC)cc(C2=Nn3c(nnc3-c3cccc(OC)c3)SC2)c1 | -4%
NCCC[C@@H](CC(=O)N[C@@H]1CCNC[C@H]1C(=O)N[C@H](CC(=O)N[C@@H](CCC(=O)O)CC(=O)O)Cc1c[nH]c2ccccc12)NC(=O)C[C@H](Cc1ccccc1)NC(=O)[C@@H]1CNCC[C@H]1N | 3%
CCOC(=O)N/N=C1/C[C@@H](O)[C@@H](O)[C@@H]2[C@@H]3C(=O)N([C@@H](C)c4ccccc4)C(=O)[C@H]3CC[C@@H]12 | 10%[12.8 µM]
CC(C)C[C@@H](CC(=O)N[C@@H](CCC(=O)O)CC(=O)O)NC(=O)[C@@H]1CNCC[C@H]1NC(=O)C[C@@H](NC(=O)C[C@H](Cc1c[nH]c2ccccc12)NC(=O)[C@@H]1CCCC[C@H]1N)C(C)C | -2%
CC(C)=CCC/C(C)=C/CO/N=C1/C[C@@H](O)[C@@H](O)[C@@H]2[C@@H]3C(=O)N([C@@H](C)c4ccccc4)C(=O)[C@H]3CC[C@H]12 | -26%[12.8 µM]
C=C1C[C@]23C[C@@]1(O)CC[C@H]2[C@@]12C=C[C@H](O)C(C)(C(=O)O1)[C@H]2[C@@H]3CC(=O)O | -8%
COc1ccc(C(O)C2=CCCC2=O)cc1 (stereo unspecified) | 21%&-6%
CC(C)=CCC1=C(O)[C@](O)(CC=C(C)C)C(=O)C(C(=O)CC(C)C)=C1O | 2%
CCC#CCOCC(=O)Nc1ccccc1 | 2%
Brc1cc(Oc2cc(Br)c(Br)c(Br)c2Br)c(Br)c(Br)c1Br | -14%
COC(=O)CCC(=O)OC1(C)C(=O)C=C2C=C(c3ccc(C#N)cc3)OC=C2C1=O (stereo unspecified) | -7%&-12%
CCC/C=C(\CCC)C(NP(=O)(c1ccccc1)c1ccccc1)c1ccc(-c2ccccc2)cc1 (stereo unspecified) | 18%
S=C(Nc1ccccc1)Nc1ccccc1C#Cc1ccccc1 | -4%
CC(=O)OC[C@@H]1O[C@@H](O/N=C2/C[C@@H](O)[C@@H](O)[C@@H]3[C@H]4C(=O)N(c5ccc(F)cc5F)C(=O)[C@@H]4CC[C@H]23)[C@H](OC(C)=O)[C@H](OC(C)=O)[C@@H]1OC(C)=O | 5%[12.8 µM]
c1ccc(-c2nc(-c3ccccc3)c(NC3CCCCC3)o2)cc1 | -6%
Cc1nc(NC2CCCCC2)c2nc(-c3ccccc3)n(CCN3CCCC3)c2n1 | -5%
CON(C)C(=O)c1nnc2c3ccccc3n(S(=O)(=O)c3ccc(C)cc3)c2n1 | -1%&6%[12.8 µM]
CCN(CC)CCCn1c(-c2ccccc2)nc2c(NCCOC)nc(C)nc21 | 9%
CC[C@H]1C2=C3C(CC[C@H]4C(OC)OC[C@](C)([C@@H]34)N(C(=O)OC(C)(C)C)C2)C(CO)C1CO (stereo partly specified) | -9%
CC(C)(C)NC(=O)C(c1ccc(I)cc1)N(CCN1CCOCC1)C(=O)CCCNC(=O)c1ccccc1 (stereo unspecified) | 0%
CS(=O)(=O)c1ccc(CNC(=O)[C@H]2C[C@@H]2[C@H](NP(=O)(c2ccccc2)c2ccccc2)c2ccccc2)cc1 | -10%
C#CCCCO/N=C1/C[C@@H](O)[C@@H](O)[C@@H]2[C@@H]3C(=O)N([C@@H](C)c4ccccc4)C(=O)[C@H]3CC[C@H]12 | 3%[12.8 µM]
COC(=O)C/C=C\[C@@H](C)[C@@H](/C=N\OC[C@@H]1O[C@H](c2ccccc2)C=C[C@@H]1Oc1ccc(OC)cc1)OC | 9%[12.8 µM]
COC(=O)c1ccc(C(NC(=O)OCc2ccccc2)/C(F)=C/[C@@H](C)C(=O)NCCN2CCOCC2)cc1 (stereo partly specified) | -25%
CCCCC1=CC2=CC(=O)C(C)(O)C(=O)C2=CO1 (stereo unspecified) | 16%
CC[C@@H](c1ccccc1)n1c(=O)n2n(c1=O)[C@H]1[C@H](O)[C@H]3O[C@@H]3/C(=N/OCC(C)C)[C@@H]1CC2 | -11%[12.8 µM]
CCC[C@@H]1C[C@@]1(CCC)C(NC(=O)OCc1ccccc1)c1ccc(-c2ccccc2)cc1 (stereo partly specified) | 6%
CO[C@@H]1COC(=O)C/C=C\[C@@H](C)COC(=O)[C@H](COCc2ccccc2)NC(=O)C/C=C\[C@H]1C | 5%[12.8 µM]
The results go on:
SMILES | N370S GC mod
COc1cccc([C@@H]2Oc3ccc(Br)cc3[C@H](O)[C@H]2O)c1 | -1%
COc1ccc(COC(=O)N/N=C2/C[C@@H](O)[C@@H](O)[C@@H]3[C@@H]4C(=O)N(Cc5ccccc5)C(=O)[C@H]4CC[C@@H]23)cc1 | 12%[12.8 µM]
COC(=O)C/C=C\[C@@H](C)[C@@H](/C=N\OC[C@@H](O)COCc1ccco1)NS(=O)(=O)c1ccc(C)cc1 | -2%[12.8 µM]
CC(C)=CCC/C(C)=C/CC/C(C)=C/CSc1ccccc1C(=O)O | 25%
CC(=O)C[C@H](O)[C@@H](NC(=O)OC(C)(C)C)C(C)C | 2%[12.8 µM]
CCC(=O)OC1(C)C(=O)C=C2C=C(/C=C/COC)OC=C2C1=O (stereo unspecified) | 1%
CNCCCCc1cnc(C)c2[nH]c3ccccc3c12 | 0%
CCCCC/C=C\C/C=C\CCCCCCCC(=O)NCCCC(=O)O | -3%
Nc1ccc(Cl)cc1Cl | 2%
COC(=O)NC(c1cccc(F)c1)[C@]1(C(C)=O)CCCC1=O (stereo partly specified) | 1%[12.8 µM]
CO[C@H]1COC(=O)[C@@H](C)COC(=O)[C@H](C)NC(=O)C/C=C\[C@H]1C | -11%[12.8 µM]
C=CCOCC1CN2C(CCC(C)C2c2ccc(Br)cc2)C(=O)O1 (stereo unspecified) | -24%[12.8 µM]
CC(C)C[C@@H](CC(=O)N[C@H](CC(=O)N[C@@H]1CCNC[C@H]1C(=O)N[C@H](CC(=O)N[C@@H](CCC(=O)O)CC(=O)O)CC(C)C)C(C)C)NC(=O)[C@@H]1CCCC[C@H]1N | 7%
C[C@H]1CC[C@H]2C(=O)N3[C@H](c4ccc(Br)cc4)[C@@H](C)CC[C@H]3C(=O)N2[C@@H]1c1ccc(Br)cc1 | 18%[12.8 µM]
Cc1ccc(S(=O)(=O)NC(=O)O[C@@H]2C(=O)c3cc(Br)ccc3O[C@H]2c2ccc3c(c2)OCO3)cc1 | -5%
CCCC[C@@H]1C[C@H]1C(NC(=O)c1ccco1)c1ccccc1 (stereo partly specified) | 17%
COC(=O)[C@@H]1CC[C@H](C)[C@@H](c2ccc(C)cc2)N1C(=O)c1ccc(/C=N\O[C@@H](C)c2cn([C@H](CO)Cc3ccccc3)nn2)cc1 | -12%&-13%[12.8 µM]
COC(=O)[C@@]1(Cc2ccc(OC)cc2)[C@H]2c3cc(C(=O)N4CCCC4)n(Cc4ccc(C)c(F)c4F)c3C[C@H]2CN1C(=O)c1ccccc1 | -22%
COC(=O)C1=C(C(=O)OC)[C@@H]2N(C)c3ccc(OC)cc3[C@@]23C[C@@H](C(=O)OC)N(C(C)=O)C3=N1 | 1%[12.8 µM]
O=C(O)c1ccc(NS(=O)(=O)c2ccsc2C(=O)O)cc1 | -9%
CCCCCCC1=Cc2cc(OC)c(OC)cc2C(C(C(C)=O)C(=O)OC)O1 (stereo unspecified) | 8%[12.8 µM]
NCCC[C@@H](CC(=O)N[C@@H]1CCNC[C@H]1C(=O)N[C@H](CC(=O)N[C@@H](CCC(=O)O)CC(=O)O)Cc1c[nH]c2ccccc12)NC(=O)C[C@H](CO)NC(=O)[C@@H]1CCCC[C@H]1N | 1%
CO[C@H]1COC(=O)C/C=C\[C@@H](C)COC(=O)[C@@H](OCc2ccccc2)/C=C\[C@@H]1C | 4%[12.8 µM]

In the list so far, these contain sulfur.
SMILES | N370S GC mod
C=CCN1c2ccccc2[C@]23C[C@@H](C(=O)OC)N(S(=O)(=O)CCCC)C2=NC(C(=O)OC)=C(C(=O)OC)[C@H]13 | -10%[12.8 µM]
Cc1ccc(S(=O)(=O)N[C@H]2COC(=O)C/C=C\[C@@H](C)[C@H](NS(=O)(=O)c3ccc(C)cc3)COC(=O)[C@H](C)NC(=O)C/C=C\[C@H]2C)cc1 | -6%[12.8 µM]
CC1=C(C(=O)O)N2C(=O)C(NC(=O)C(N)c3ccccc3)C2SC1 (stereo unspecified) | -3%
COc1cc(OC)cc(C2=Nn3c(nnc3-c3cccc(OC)c3)SC2)c1 | -4%
S=C(Nc1ccccc1)Nc1ccccc1C#Cc1ccccc1 | -4%
CON(C)C(=O)c1nnc2c3ccccc3n(S(=O)(=O)c3ccc(C)cc3)c2n1 | -1%&6%[12.8 µM]
CS(=O)(=O)c1ccc(CNC(=O)[C@H]2C[C@@H]2[C@H](NP(=O)(c2ccccc2)c2ccccc2)c2ccccc2)cc1 | -10%
COC(=O)C/C=C\[C@@H](C)[C@@H](/C=N\OC[C@@H](O)COCc1ccco1)NS(=O)(=O)c1ccc(C)cc1 | -2%[12.8 µM]
CC(C)=CCC/C(C)=C/CC/C(C)=C/CSc1ccccc1C(=O)O | 25%
Cc1ccc(S(=O)(=O)NC(=O)O[C@@H]2C(=O)c3cc(Br)ccc3O[C@H]2c2ccc3c(c2)OCO3)cc1 | -5%
O=C(O)c1ccc(NS(=O)(=O)c2ccsc2C(=O)O)cc1 | -9%

Not all compounds are listed; count on the stated rates, not on these rows.
